Polio RdRp inh: inhibitors of poliovirus RNA polymerase binding and polymerization | P03300 | poliovirus polymerase elongation, fluorescence polarization; stronger effect = lower value | % elongation, % (compound at 16.7 µg/mL) | 150,000 compounds, 0.66% hits | AID 588519; in the data active = % elongation below about 90%; also: some results filed as inactive read as strong as hits
Target sequence (P03300 1749-2209 limits assumed): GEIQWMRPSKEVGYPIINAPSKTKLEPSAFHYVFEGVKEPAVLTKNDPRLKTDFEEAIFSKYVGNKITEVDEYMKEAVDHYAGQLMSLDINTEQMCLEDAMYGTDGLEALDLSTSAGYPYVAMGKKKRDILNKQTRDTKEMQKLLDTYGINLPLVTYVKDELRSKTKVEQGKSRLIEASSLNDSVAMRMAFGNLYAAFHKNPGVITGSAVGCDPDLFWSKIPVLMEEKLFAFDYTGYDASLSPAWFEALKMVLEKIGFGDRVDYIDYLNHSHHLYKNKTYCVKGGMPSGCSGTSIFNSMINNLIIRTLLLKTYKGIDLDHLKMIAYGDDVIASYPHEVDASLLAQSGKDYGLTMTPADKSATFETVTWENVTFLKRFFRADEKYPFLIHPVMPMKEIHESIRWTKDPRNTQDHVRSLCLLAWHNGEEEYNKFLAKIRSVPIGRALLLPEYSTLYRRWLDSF
Polio RdRp inh FP z-score: recorded beside Polio RdRp inh, whose call it bears; z-score; measured here: FP z-score; hits read low
* hit, by the source's call. Only part of the results is shown, so the mix of outcomes need not match the whole.

smiles | Polio RdRp inh | Polio RdRp inh FP z-score
C1CCN(C2=NCCS2)CC1 | 106 | 0.5
CCOC(=O)c1ccccc1NC(=O)c1ccc(F)cc1 | 100 | -0.4
O=C(N/C(=C/c1ccc2c(c1)OCO2)C(=O)N1CCOCC1)c1ccc(Br)cc1 | 99 | -0.3
CCOC(=O)c1c(C)oc2ncnc(Nc3ccccc3)c12 | 104 | 0.4
Cc1ccc(NC(=O)CCc2nnc3n(CC(C)C)c(=O)c4ccccc4n23)cc1C | 104 | 0
Cc1c(Cc2ccccc2)c(=O)oc2cc(OCc3ccc(C(=O)O)cc3)ccc12 | 103 | 0.3
COc1cccc(-c2cn3c(n2)sc2cc(C(=O)NC4CCCCC4)ccc23)c1 | 99 | -1.4
C=CCN1CC2(c3ccccc3)CN(CC=C)CC(c3ccccc3)(C1)C2=O | 104 | 0.3
CC(C)c1ccc2[nH]c3c(c2c1)CCC/C3=N\O | 101 | 0.1
Cc1c(/C=N/N=C2/C(=O)N(Cc3ccccc3)c3ccccc32)cc(C#N)n1C | 102 | -0.1

2 compounds picked at random from the list so far:
smiles | Polio RdRp inh | Polio RdRp inh FP z-score
Cc1c(/C=N/N=C2/C(=O)N(Cc3ccccc3)c3ccccc32)cc(C#N)n1C | 102 | -0.1
Cc1ccc(NC(=O)CCc2nnc3n(CC(C)C)c(=O)c4ccccc4n23)cc1C | 104 | 0

Additional entries:
smiles | Polio RdRp inh | Polio RdRp inh FP z-score
CCN(Cc1ccccc1)Cc1nnc(-c2ccccc2)o1 | 102 | 0.1
CCCCCC(=O)Nc1ccc(C(=O)COC(=O)c2cnc(C)cn2)cc1 | 104 | 0.1
CCn1cc(CCC(=O)NCc2ccco2)c2ccccc21 | 105 | 0.6
CSc1ncnc2sc(C)cc12 | 101 | -0.5
CC1(C)CC(C)(c2ccccc2)c2cc(SC#N)ccc2N1 (centres undefined) | 103 | 0
Cc1cc2c(cc1S(=O)(=O)N1CCN(C3CCCCC3)CC1)n(C)c(=O)c(=O)n2C | 102 | -0.4
COc1ccccc1N1CCN(S(=O)(=O)c2c(C)nc3sccn3c2=O)CC1 | 106 | 0.1
CC(C)N1CC23C=CC(O2)C(C(=O)O)C3C1=O (centres undefined) | 103 | 0.7
Cc1cc(C)c2nc(NC(=O)c3ccc(S(=O)(=O)N4CCCC4)cc3)sc2c1 | 104 | -0.8
COc1cccc(NC(=O)Nc2cc(-c3cn4cccnc4n3)ccc2C)c1 | 106 | 0.2
CCCNC(=O)c1[nH]c2ccccc2c1Sc1ccc(C)cc1 | 100 | -0.9
Cc1csc2nc(COc3ccc(NC(=O)c4ccccc4F)cc3)cc(=O)n12 | 107 | -0.1
COC(=O)N1CCN(c2nc(-c3ccccc3)cs2)CC1 | 112 | 1.4
O=S(=O)(c1ccc2nc(CO)[nH]c2c1)c1ccc2nc(CO)[nH]c2c1 | 101 | -0.5
CSc1nc(C)c(C)c(=O)[nH]1 | 104 | 0.5
CCCCn1c(SCC(=O)N2CCCCCC2)nnc1-c1ccoc1C | 100 | -0.2
Cc1ccc(C(=O)N/C(=C/c2ccccc2)C(=O)NCc2ccco2)cc1 | 102 | -0.1
CCC(Oc1ccccc1)C(=O)N1CCCCC1C (centres undefined) | 105 | 1.1
CCN(C(=O)c1ccc2c(SCC(=O)O)c3c(nc2c1)CCC3)c1cc(Cl)ccc1OC | 102 | 0.1
COCc1cc(C)nc2sc(C(=O)N(C)c3ccccc3)c(N)c12 | 101 | -0.2
CCn1c(=NC(=O)c2ccc(Cl)s2)sc2ccccc21 | 101 | -0.3
Cc1ccc2c(cnn2C(=O)CCCC(=O)N2CCN(c3ccccc3)CC2)c1 | 104 | 1.3
Cc1cc2c(cc1Br)NC(=O)/C2=N\N1C(=O)c2ccccc2C1=O | 99 | -0.7
Cc1c(CNC2CCCCC2)c(C(=O)O)c(C)n1Cc1c(F)cccc1Cl | 102 | -0.7
CC1Cc2ccccc2N1C(=S)NC(=O)c1ccco1 (centres undefined) | 98 | -0.6
CC1CN(CCC(C)c2ccccc2)CC(C)O1 (centres undefined) | 99 | -0.7
COc1ccc(NC(=O)CSc2nnc(-c3cccs3)o2)cc1 | 103 | -0.2
CCc1ccc(NC(=O)C(=O)NCCc2sc(-c3ccc(C)cc3)nc2C)cc1 | 105 | -0.6
CN1CCN(c2ccccc2NC(=O)c2cccnc2Sc2ccccc2)CC1 | 105 | 0.3
CCCOc1ccc(C2CC(=O)Nc3c2c(=O)n(C)c(=O)n3C)cc1OC (centres undefined) | 107 | 0.4
COc1ccc(NC(=O)CN2C(=O)CCc3cc(S(=O)(=O)N4CCOCC4)ccc32)c(OC)c1 | 102 | -1
COc1ccc(C(=O)N(Cc2cc(OC)c(OC)c(OC)c2)c2ccccn2)cc1 | 112 | 0.4
O=C(COC(=O)CN1C(=O)C2CC=CCC2C1=O)Nc1cccc2nsnc12 (centres undefined) | 100 | 0
O=c1c2c3c(sc2n2cnnc2n1-c1ccccc1)CCCCC3 | 104 | 0.4
CCCCN(C)c1ncnc2oc(C)c(C(=O)OCC)c12 | 102 | 0.1
CCCCS(=O)(=O)NC1=NCN(CCO)CN1 | 104 | 0.7
CN(Cc1nc2ccccc2c(=O)[nH]1)Cc1cc(=O)oc2cc3c(cc12)CCC3 | 100 | -0.3
O=C(O)CCN1C(=O)c2cccnc2Sc2ccccc21 | 99 | -1
COc1cccc(/C=C2\CCC(C3CCCC3)C2=O)c1OC (centres undefined) | 98 | -0.2
CN(C)c1nc(C2CC2)nc2c1nnn2Cc1ccccc1Cl | 104 | 0.5
Cn1c(-c2ccc3nc(-c4ccc(N)cc4)[nH]c3c2)nc2cc(N)ccc21 | 98 | -0.8
COc1ccc(C(=O)OCC(=O)N2C(C)CCCC2C)cc1 (centres undefined) | 102 | -0.1
COc1ccc(Cn2ccc3nc(C)c(C(=O)N4CCN(c5ccc(F)cc5)CC4)cc3c2=O)cc1 | 111 | 0.9
CCCN1CCN(CCNC(=O)Nc2cc(Cl)c(OC)cc2OC)CC1 | 102 | -1.1
CCC1CN(C(=O)N2CCC(C(=O)NCc3cccs3)CC2)c2cc(C)ccc2O1 (centres undefined) | 100 | -1.1
CC(=O)Nc1cccc(C(=O)NCC2(N3CCCCC3)CCCCC2)c1 | 101 | -0.4
CCOC(=O)NS(=O)(=O)c1ccccc1 | 105 | 0.6
Cc1cc(C)cc(NC(=O)CCCc2nnc3n(CC(C)C)c(=O)c4sccc4n23)c1 | 115 | 0
Cc1cc(C)c(Cn2cccc2C2=NC(C(C)C)CO2)c(C)c1 (centres undefined) | 100 | -0.1
N#Cc1c(N)nc(SCC(=O)c2ccc(Cl)cc2)c(C#N)c1-c1ccco1 | 97 | -0.9

The list continues.
smiles | Polio RdRp inh | Polio RdRp inh FP z-score
Cc1ccc(C)c(S(=O)(=O)Nc2ccccc2C(=O)OCc2nnc(-c3ccccc3)o2)c1 | 109 | 0.8
CCOc1cc(C2c3c(-c4ccccc4O)n[nH]c3C(=O)N2CCc2ccccc2)ccc1O (centres undefined) | 102 | -1.2
Cc1ccc(/C=N\NC(=O)c2cc(C)oc2C)cc1 | 100 | -0.3
COc1ccccc1N1CCN(c2nc3c(S(=O)(=O)c4ccc(C)c(C)c4)nnn3c3ccc(Cl)cc23)CC1 | 98 | -2
CC1CCCC(C)N1CC(O)Cn1cc(/C=N/O)c2ccccc21 (centres undefined) | 103 | 0.2
COc1ccc2c(CCNC(=O)Nc3ccccc3)c[nH]c2c1 | 102 | 0.1
C=CCOC(=O)c1c(N)oc2c(-c3ccccc3)c3c(C(=O)OCC=C)c(N)oc3cc12 | 99 | -0.3
CC(=O)N1c2ccccc2C=Cc2ccccc21 | 98 | -1
Cc1ccccc1-n1nc2c(c1NC(=O)C(C)C)CSC2 | 101 | 0.4
O=C(CSc1nccn1Cc1ccccc1)NCc1ccco1 | 112 | 1.1

Ordered by molar mass (highest first): four of the compounds above
smiles | Polio RdRp inh | Polio RdRp inh FP z-score
COc1ccccc1N1CCN(c2nc3c(S(=O)(=O)c4ccc(C)c(C)c4)nnn3c3ccc(Cl)cc23)CC1 | 98 | -2
O=C(CSc1nccn1Cc1ccccc1)NCc1ccco1 | 112 | 1.1
COc1ccc2c(CCNC(=O)Nc3ccccc3)c[nH]c2c1 | 102 | 0.1
CC(=O)N1c2ccccc2C=Cc2ccccc21 | 98 | -1

The listing picks up, starting 2 compounds before the break.
smiles | Polio RdRp inh | Polio RdRp inh FP z-score
Cc1ccccc1-n1nc2c(c1NC(=O)C(C)C)CSC2 | 101 | 0.4
O=C(CSc1nccn1Cc1ccccc1)NCc1ccco1 | 112 | 1.1
CCOC(=O)c1cnc2ccc(OCC)cc2c1N1CCN(c2ccccc2F)CC1 | 105 | 0.1
O=C(c1ccc2c(c1)C(=O)c1ccccc1-2)c1ccccc1Br | 105 | 0.2
CCOC(=O)c1oc2ccccc2c1COC(=O)CSc1nc(C)cc(C)n1 | 96 | -0.7
Cc1ccc(/C=C2\Sc3ccccc3C2=O)c(O)c1 | 112 | 5.3
O=C(O)c1cccc(NCc2ccc3c(c2)OCO3)c1 | 102 | -0.3
COc1ccccc1Nc1cc(C(=O)NCc2cccs2)c2ccccc2n1 | 104 | -1.1
O=C(c1cccs1)C(O)c1c[nH]c2ccccc12 (centres undefined) | 101 | -0.5
Cc1ccc(Nc2nc(N)nc(COC(=O)c3ccccc3NS(C)(=O)=O)n2)cc1 | 109 | 0.7
COC(=O)c1cccc(C(=O)OC)c1Cl | 100 | -1
C=CCn1c(=N)n(CC(=O)O)c2ccccc21 | 100 | -0.7
Cc1ccc(NC(=O)Cn2c(=O)n(-c3ccccc3)c(=O)c3c4c(sc32)CCCC4)cc1 | 102 | -1.2
CC(C)C(=O)Nc1ccc2nc(SCc3cc(=O)n4nc(C(C)C)sc4n3)sc2c1 | 101 | 0.1
O=C(CCCN1C(=O)c2ccccc2C1=O)Oc1ccccc1 | 105 | 0.4
CCOc1ccc(-n2c(SCC(=O)Nc3cc(C)ccc3C)nc3c([nH]c4ccccc43)c2=O)cc1 | 108 | 0.3
CC(C)NC(=O)/C=C/c1ccc2c(c1)OCO2 | 102 | 0
COc1ccc(-c2nnc(SCC(=O)Nc3ccccc3C)o2)cc1OC | 107 | -0.1
Cn1c(=O)c2c(-c3ccccc3Cl)n(-c3cc(Cl)ccc3O)cc2n(C)c1=O | 110 | 1
N#CCCn1cnc2ccccc21 | 104 | 0.5
CO/N=C(/C)c1ccc2c(c1)CCO2 | 102 | -0.1
COc1cccc(-n2c(=O)c3c4c(sc3n(Cc3ccc(F)cc3Cl)c2=O)CCCC4)c1 | 111 | 1.2
CCC(=O)c1cc2ccccc2oc1=O | 105 | 0.7
CCOC(=O)c1c(C)nc2cc(C)ccn12 | 101 | -0.2
CC(=O)Nc1ccc(NC(=O)CSc2nccc(=O)[nH]2)cc1 | 100 | -0.1
CCOC(=O)c1oc2ccccc2c1CN1c2cccc3cccc(c23)S1(=O)=O | 102 | 0
CCc1cccc(C)c1NC(=O)Cn1cc2c(n1)CCCC2 | 109 | 0.1
Cc1cc(C(=O)COC(=O)c2ccc(-n3cnnn3)cc2)c(C)n1-c1cccc(F)c1 | 102 | -0.2
Cc1cc(C(C)(C)C)ccc1OCC(O)CNC1CCC(O)CC1 (centres undefined) | 97 | -1.1
COc1cc(C(=O)OCC(=O)Nc2ccc(C)cc2)cc(OC)c1OC | 103 | 0.4
Cn1cccc1C1CCCN1CC(=O)NC(=O)NCc1ccccc1 (centres undefined) | 105 | -0.1
CCOc1ccc(CCNC(=O)C2CCCN(c3nnc(C)c4c(C)n(-c5ccccc5)nc34)C2)cc1 (centres undefined) | 107 | 0.3
O=C(O)Cc1ccc(NCc2ccc(Br)cc2)cc1 | 102 | 0.1
COc1ccc(CCNS(=O)(=O)c2ccc(N3CCCCS3(=O)=O)cc2)cc1OC | 107 | 0.2
COC(=O)CC1=C(C(=O)OC)C2(C(=O)Nc3ccc(Br)cc32)C(C(=O)OC)=C(N)O1 (centres undefined) | 103 | 0.1
Fc1ccc(C(c2nnc(-c3ccccc3)o2)N2CCN(c3cccc(Cl)c3)CC2)cc1 (centres undefined) | 110 | 1
Cc1nnc(SCC2=NN(c3nc4ccccc4s3)C(=O)C2)s1 | 102 | 0.5
Cc1cc(C)n(C(=O)C2CCCN2S(=O)(=O)c2ccc(Cl)cc2)n1 (centres undefined) | 105 | 0.7
CCCc1nn2c(=O)cc(COC(=O)c3ccc(NC(=O)c4cccs4)cc3)nc2s1 | 101 | -1.2
CCOc1ccc(-c2nc(CSCC(=O)N3CCc4ccccc43)c(C)o2)cc1 | 100 | -0.3
CCc1ccc(CNC(=O)Cn2nc(C)n3c(cc4cc(C)ccc43)c2=O)cc1 | 108 | -0.5
CCC(C(=O)NCc1ccccc1)N(C(=O)Cn1nnc(-c2cccs2)n1)c1ccccc1OC (centres undefined) | 104 | 0.6
COc1cccc(C(=O)Nc2ccc3nc(SCC(=O)N4CCc5ccccc54)sc3c2)c1 | 107 | 0.1
COc1ccc(CCC(=O)NCCc2csc(-c3ccc(F)cc3)n2)cc1 | 102 | -1.2
COc1ccccc1CC1(C)NC(=O)NC1=O (centres undefined) | 105 | 0.2
COc1cc(C2C(=O)N(C3CCCCC3)CC(=O)N2C2CCCCC2)ccc1OC(C)C (centres undefined) | 105 | -0.7
O=C(NCCCN1CCN(c2cccc(Cl)c2)CC1)c1ccc(N2CCCS2(=O)=O)cc1 | 101 | -0.1
O=C(Nc1ccc2oc(-c3cccnc3)nc2c1)c1ccc(-c2cccc(OC(F)(F)F)c2)o1 | 105 | 0
c1cc2c(cc1CN1CCN(C3CCCCCC3)CC1)OCO2 | 94 | -1.7
Nc1ccc(N=Cc2ccc3c(c2)OCCO3)cc1 | 102 | -0.3
O=C(Cn1cnnn1)N(CCc1ccccc1)c1nc(-c2ccccc2)cs1 | 107 | 0.6
C#CC(C)(C)NC(=O)c1snnc1C | 104 | 0.6

Remaining list, next part
smiles | Polio RdRp inh | Polio RdRp inh FP z-score
COc1ccc(-c2cn3c4ccccc4nc3n2CCO)cc1 | 103 | 0.3
CCC(=O)c1ccc(OCC(=O)NCCOc2ccccc2)cc1 | 98 | -0.9
CCOC(=O)C1=CN(c2ccc(OCC)cc2)C=C(C(=O)OCC)C1c1cccc(OC)c1 | 100 | -0.6
CC(C)c1ccc(-c2nnc(N)s2)cc1 | 95 | -0.4
CCC(=O)Oc1oc(-c2ccccc2)nc1C=Nc1ccccc1C | 101 | 0.1
COc1ccc(-c2nnn(CC(=O)N(CC(=O)NCc3ccccc3)c3ccc4c(c3)OCCO4)n2)cc1OC | 104 | 0.6
